Bioassay records deposited in PubChem BioAssay by The Scripps Research Institute Molecular Screening Center.
ADAM10 inh – ADAM10 inhibition, QFRET primary screen; recombinant ADAM10, EDANS/DABCYL FRET peptide cleavage, 3 h; inhibition, % at 7 µM; O14672; 370,000 compounds, 0.62% hits;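 active = inhibition above a per-campaign cutoff equal to the mean of compounds falling between control-based bounds plus 3 SD, cut at about 20% in these data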;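 note: 0% = DMSO wells while the 100% control is not disclosed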
Target sequence (O14672 214-748 limits assumed): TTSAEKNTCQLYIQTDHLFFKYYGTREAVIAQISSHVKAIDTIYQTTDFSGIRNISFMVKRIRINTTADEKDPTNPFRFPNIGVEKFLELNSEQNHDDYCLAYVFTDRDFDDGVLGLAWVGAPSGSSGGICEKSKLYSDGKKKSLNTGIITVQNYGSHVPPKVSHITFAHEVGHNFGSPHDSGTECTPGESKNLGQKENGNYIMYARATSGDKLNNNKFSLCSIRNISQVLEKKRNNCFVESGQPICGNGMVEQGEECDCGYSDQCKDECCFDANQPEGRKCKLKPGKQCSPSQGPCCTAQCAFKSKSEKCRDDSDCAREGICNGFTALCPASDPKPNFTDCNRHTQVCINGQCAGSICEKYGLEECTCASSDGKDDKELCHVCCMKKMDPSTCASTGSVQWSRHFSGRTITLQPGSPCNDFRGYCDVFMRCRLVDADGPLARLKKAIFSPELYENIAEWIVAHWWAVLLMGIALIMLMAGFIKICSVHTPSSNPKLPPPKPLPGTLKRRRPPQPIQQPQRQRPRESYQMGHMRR
ssDAF-12 act – activates DAF-12 receptor from parasite S. stercoralis | HEK293 ssDAF-12/GRIP1 lit1-tk-luc reporter, luminescence; % of 3 µM dafachronic acid response | activation, % at 6.8 µM | 370,000 compounds, 1% hits | AID 652126;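 active = activation above the mean over all tested compounds plus 3 SD, cut at about 0.9% in these data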;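 note: 0% = DMSO-only wells and 100% = 3 µM delta7-dafachronic acid wells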
DAX1 inh-1 – inhibitors of DAX1 repression of SF-1 activated StAR promoter; 370,000 compounds, 1.1% hits; inhibition, % at 6.8 µM; HEK293T StAR-luciferase reporter, SF-1/DAX-1 repression relief; AID 652010;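 active = inhibition above the mean over all tested compounds plus 3 SD, cut at about 3.6% in these data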;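 note: 0% = DAX-1 cells with DMSO and 100% = cells lacking DAX-1 with DMSO; higher inhibition means more luminescence from relief of DAX-1 repression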
DAX1 inh-2 – inhibitors of human orphan nuclear receptor DAX1 (NR0B1). HEK293 Gal4-DAX1 luciferase reporter, luminescence. inhibition, % at 6.75 µM. P51843. 340,000 compounds, 0.99% hits. AID 504766;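 active = inhibition above the mean over all tested compounds plus 3 SD, cut at about 4.2% in these data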;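 note: 0% = DAX1-transfected cells with DMSO and 100% = empty-vector control cells with DMSO; inhibition shows as a rise in luminescence from relieved DAX1 repression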
PLCb3 inh – inhibitors of human phospholipase C beta3. Q01970. Purified PLC-beta3, fluorogenic substrate, fluorescence. inhibition, % at 12.2 µM. 370,000 compounds, 0.18% hits. AID 720704; in the data active = inhibition above about 11%;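 note: 0% = median of compound wells on plate and 100% = full blocker control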
GAA850 FXN act – activators of GAA850 frataxin (FXN) promoter; HEK293 lucGAA850 FXN promoter luciferase reporter, 24 h; percent of 10 µM SAHA response; activation, % at 6 µM; 360,000 compounds, 0.56% hits;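 active = activation above the average of all compounds screened plus 3 SD, cutoff fixed separately per campaign, cut at about 7.5% in these data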;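 note: 0% = DMSO wells and 100% = 10 µM SAHA wells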
sPLA2-III inh – Inhibits HGIII-sPLA2 liposome hydrolysis, primary screen; Q9NZ20; QFRET BODIPY PC-A2 liposome hydrolysis, fluorescence; inhibition, % at 12.2 µM; 370,000 compounds, 0.56% hits; AID 743126;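 active = inhibition above mean plus 3 SD of compounds lying within the high and low control bounds, cut at about 19% in these data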;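 note: 0% = median of test compound wells and 100% = no enzyme DMSO wells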
Target sequence (Q9NZ20 whole entry, looked up): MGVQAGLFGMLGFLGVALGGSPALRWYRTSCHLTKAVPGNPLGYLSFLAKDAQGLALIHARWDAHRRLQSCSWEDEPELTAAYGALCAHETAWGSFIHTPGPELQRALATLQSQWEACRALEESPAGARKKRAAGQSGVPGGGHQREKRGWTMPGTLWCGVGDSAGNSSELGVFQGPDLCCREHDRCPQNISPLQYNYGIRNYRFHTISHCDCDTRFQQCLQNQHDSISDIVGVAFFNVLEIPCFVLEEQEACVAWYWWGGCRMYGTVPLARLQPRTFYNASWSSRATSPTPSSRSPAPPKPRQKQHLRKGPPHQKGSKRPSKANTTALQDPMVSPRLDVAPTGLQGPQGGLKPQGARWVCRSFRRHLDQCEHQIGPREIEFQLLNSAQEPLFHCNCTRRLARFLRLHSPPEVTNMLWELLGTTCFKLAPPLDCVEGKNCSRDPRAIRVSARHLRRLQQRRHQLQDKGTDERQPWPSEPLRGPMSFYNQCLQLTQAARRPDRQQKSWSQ
PLCg1 inh – inhibitors of human phospholipase C gamma1; P19174; purified PLC-gamma1, fluorogenic substrate, fluorescence; inhibition, % at 12.2 µM; 370,000 compounds, 0.84% hits; AID 720700; in the data active = inhibition above about 9.5%
hgDAF12 agonist – hgDAF-12 agonism, primary luciferase screen. activation, % at 6.8 µM. HEK293 GAL4-hgDAF12 UAS-luciferase reporter, agonist luminescence; normalized to butyrate control. AID 687014. 370,000 compounds, 1.8% hits;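 active = activation above a cutoff set at the mean of all screened compounds plus 3 SD, cut at about 10% in these data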;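 note: 0% = DMSO wells and 100% = sodium butyrate wells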
hcDAF12 agonist – activates DAF-12 receptor from parasite H. contortus | HEK293 hcDAF-12 lit1-tk-luc reporter, luminescence; 0% DMSO, 100% Δ7-dafachronic acid | AID 652067 | 370,000 compounds, 1.4% hits | activation, % at 6.8 µM;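 active = activation above the mean of all tested compounds plus 3 SD, cut at about 5.5% in these data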;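 note: 100% = response to 3 µM Δ7-dafachronic acid high control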
ADAM17 inh – inhibits human ADAM17 | AID 720648 | inhibition, % at 6.95 µM | recombinant ADAM17, EDANS/DABCYL FRET peptide cleavage | 370,000 compounds, 0.83% hits | P78536;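 active = inhibition above the mean of compounds lying between control limits plus 3 SD, set per campaign, cut at about 8.5% in these data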;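 note: 0% = DMSO-only wells as the low control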
Starred values were filed as active, the others as inactive. The order is random (roughly 6.9% active in at least one column).

How did C=CCNc1nc2ccccc2nc1NS(=O)(=O)c1ccc(F)cc1 do in these assays?
ADAM10 inh: -121.9; ssDAF-12 act: -1.6; DAX1 inh-1: 0.3; DAX1 inh-2: 0.1; PLCb3 inh: -60.7; GAA850 FXN act: -0.8; sPLA2-III inh: -6.1; PLCg1 inh: -35.6; hgDAF12 agonist: 3.1; hcDAF12 agonist: -1.0; ADAM17 inh: -45.2

Results for CCc1nnc(NC(=O)C2CCCN(c3nc4ccccc4s3)C2)s1 (configuration not stated) ?
ADAM10 inh: 4.1; ssDAF-12 act: -1.1; DAX1 inh-1: 1.2; DAX1 inh-2: 2.0; PLCb3 inh: -87.6; GAA850 FXN act: -0.1; sPLA2-III inh: -2.9; PLCg1 inh: 11.4*; hgDAF12 agonist: -0.7; hcDAF12 agonist: -0.6; ADAM17 inh: -2.9

How did CC(C)c1ccc(OCC(O)CN2CCCC2)cc1 (configuration not stated) do in these assays?
ADAM10 inh: -4.0; ssDAF-12 act: -1.7; DAX1 inh-1: -0.4; DAX1 inh-2: 2.3; PLCb3 inh: inactive; GAA850 FXN act: 0.8; sPLA2-III inh: 14.7; PLCg1 inh: -2.3; hgDAF12 agonist: 0.4; hcDAF12 agonist: -1.9; ADAM17 inh: -4.2

What do the screens show for `Cc1ccn2c(C(=O)CSc3ccccc3)c(C)nc2c1`?
ADAM10 inh: -4.8; ssDAF-12 act: -1.6; DAX1 inh-1: -1.1; DAX1 inh-2: -2.1; PLCb3 inh: -5.7; GAA850 FXN act: 5.2; sPLA2-III inh: -9.0; PLCg1 inh: 0.5; hgDAF12 agonist: 2.7; hcDAF12 agonist: -0.3; ADAM17 inh: -5.0

Results for CCC(=O)Nc1cccc(NC(=O)c2ccccc2Br)c1 ?
ADAM10 inh: -8.2; ssDAF-12 act: -1.0; DAX1 inh-1: 0.2; DAX1 inh-2: -0.5; PLCb3 inh: -4.1; GAA850 FXN act: 2.4; sPLA2-III inh: 10.2; PLCg1 inh: -7.0; hgDAF12 agonist: 0.2; hcDAF12 agonist: -1.5; ADAM17 inh: -5.5

Results for COc1cc(/C=N/NC(=O)c2c(-c3c(Cl)cccc3Cl)noc2C)ccc1OCC(N)=O ?
ADAM10 inh: 8.6; ssDAF-12 act: -1.8; DAX1 inh-1: -1.7; DAX1 inh-2: 0.4; PLCb3 inh: -5.1; GAA850 FXN act: 1.5; sPLA2-III inh: 2.7; PLCg1 inh: 2.8; hgDAF12 agonist: -0.5; hcDAF12 agonist: -1.1; ADAM17 inh: -2.1

What do the screens show for `CC(C)OCCCNC(=O)C1CCN(S(=O)(=O)c2ccc3nc4c(c(C(=O)O)c3c2)CCCCC4)CC1`?
ADAM10 inh: -4.6; ssDAF-12 act: -0.9; DAX1 inh-1: -0.2; DAX1 inh-2: 1.4; PLCb3 inh: -8.2; GAA850 FXN act: 0.8; sPLA2-III inh: -0.8; PLCg1 inh: 0.5; hgDAF12 agonist: 0.9; hcDAF12 agonist: -1.3; ADAM17 inh: -3.0

Results for CN1CCN(C(=S)c2ccc(Br)cc2)CC1 ?
ADAM10 inh: 1.9; ssDAF-12 act: -1.5; DAX1 inh-1: -0.1; DAX1 inh-2: 1.7; PLCb3 inh: 3.2; GAA850 FXN act: 0.6; sPLA2-III inh: -1.2; PLCg1 inh: -1.2; hgDAF12 agonist: 2.0; hcDAF12 agonist: -2.9; ADAM17 inh: -1.3

Results for Cc1ccc(NC(=O)CN(C)Cc2cc(=O)n3ccsc3n2)cc1 ?
ADAM10 inh: -6.0; ssDAF-12 act: -0.2; DAX1 inh-1: -0.2; DAX1 inh-2: -0.3; PLCb3 inh: -9.7; GAA850 FXN act: 2.6; sPLA2-III inh: 1.9; PLCg1 inh: -7.6; hgDAF12 agonist: -2.1; hcDAF12 agonist: 0.8; ADAM17 inh: -4.1

Results for Cc1cc(=O)[nH]c(SCC(=O)NCCC2=CCCCC2)n1 ?
ADAM10 inh: -6.4; ssDAF-12 act: -1.0; DAX1 inh-1: -0.2; DAX1 inh-2: 4.9*; PLCb3 inh: -8.5; GAA850 FXN act: 1.7; sPLA2-III inh: 0.1; PLCg1 inh: 0.5; hgDAF12 agonist: -2.0; hcDAF12 agonist: -1.4; ADAM17 inh: -6.5

What do the screens show for `O=C(c1cccc(F)c1)N1CCCC(C(=O)N2CCCC2)C1` (configuration not stated)?
ADAM10 inh: 9.6; ssDAF-12 act: -1.1; DAX1 inh-1: -0.3; DAX1 inh-2: 1.8; PLCb3 inh: -43.4; GAA850 FXN act: -0.3; sPLA2-III inh: 7.3; PLCg1 inh: 2.3; hgDAF12 agonist: 0.9; hcDAF12 agonist: 0.6; ADAM17 inh: -1.2

What do the screens show for `O=C(CCS(=O)(=O)c1ccc(Cl)cc1)Nc1nc(-c2ccncc2)cs1`?
ADAM10 inh: 9.0; ssDAF-12 act: -1.3; DAX1 inh-1: -0.4; DAX1 inh-2: 0.2; PLCb3 inh: -8.1; GAA850 FXN act: -1.2; sPLA2-III inh: -6.3; PLCg1 inh: 1.9; hgDAF12 agonist: -1.7; hcDAF12 agonist: -2.3; ADAM17 inh: -1.2

How did Cc1cc(=O)[nH]c(SCC(=O)N2CC3(C)CC2CC(C)(C)C3)n1 (configuration not stated) do in these assays?
ADAM10 inh: 11.1; ssDAF-12 act: -1.2; DAX1 inh-1: -0.7; DAX1 inh-2: -0.1; PLCb3 inh: 6.7; GAA850 FXN act: 1.4; sPLA2-III inh: -3.5; PLCg1 inh: 8.2; hgDAF12 agonist: 0.5; hcDAF12 agonist: -1.6; ADAM17 inh: 1.6

What do the screens show for `COc1cccc(/C=N/NC(=S)Nc2cccnc2)c1`?
ADAM10 inh: -1.4; ssDAF-12 act: -1.6; DAX1 inh-1: 1.0; DAX1 inh-2: -1.2; PLCb3 inh: 2.2; GAA850 FXN act: 3.8; sPLA2-III inh: 3.3; PLCg1 inh: -1.7; hgDAF12 agonist: 1.2; hcDAF12 agonist: -0.7; ADAM17 inh: -0.8

Results for COc1cc(/C=C2/C(=O)NN(c3ccc(Cl)c(Cl)c3)C2=O)cc([N+](=O)[O-])c1O ?
ADAM10 inh: 19.7; ssDAF-12 act: -1.3; DAX1 inh-1: 0.2; DAX1 inh-2: -0.3; PLCb3 inh: -3.4; GAA850 FXN act: -0.1; sPLA2-III inh: -10.3; PLCg1 inh: 3.5; hgDAF12 agonist: 4.2; hcDAF12 agonist: -1.0; ADAM17 inh: 6.8

How did COc1ccc(C(=O)Nn2c(SCC(=O)NCc3ccco3)nc3ccccc3c2=O)cc1 do in these assays?
ADAM10 inh: -15.4; ssDAF-12 act: -1.8; DAX1 inh-1: -0.6; DAX1 inh-2: -3.3; PLCb3 inh: -10.1; GAA850 FXN act: -7.0; sPLA2-III inh: 7.9; PLCg1 inh: -11.5; hgDAF12 agonist: -3.1; hcDAF12 agonist: 0.2; ADAM17 inh: -6.7

How did O=C(N/N=C\c1ccc([N+](=O)[O-])s1)c1cncc(Br)c1 do in these assays?
ADAM10 inh: -5.9; ssDAF-12 act: -1.8; DAX1 inh-1: -1.8; DAX1 inh-2: -3.7; PLCb3 inh: -2.5; GAA850 FXN act: -7.6; sPLA2-III inh: -3.2; PLCg1 inh: -3.6; hgDAF12 agonist: -1.1; hcDAF12 agonist: -1.0; ADAM17 inh: -1.6

Results for CCc1ccc(NC(=O)C(C)Sc2ccc(S(=O)(=O)N3CCN(C)CC3)cn2)cc1 (configuration not stated) ?
ADAM10 inh: -12.3; ssDAF-12 act: -1.0; DAX1 inh-1: -1.3; DAX1 inh-2: 0.3; PLCb3 inh: 1.3; GAA850 FXN act: -0.3; sPLA2-III inh: -3.2; PLCg1 inh: 3.1; hgDAF12 agonist: -3.7; hcDAF12 agonist: 0.1; ADAM17 inh: -0.7

What do the screens show for `O=C(CCCN1C(=O)/C(=C\c2cccs2)SC1=S)Nc1ccc(C(=O)O)cc1`?
ADAM10 inh: -3.8; ssDAF-12 act: -1.7; DAX1 inh-1: 0.4; DAX1 inh-2: 0.1; PLCb3 inh: -2.1; GAA850 FXN act: 0.6; sPLA2-III inh: -6.1; PLCg1 inh: 1.1; hgDAF12 agonist: 2.1; hcDAF12 agonist: -1.6; ADAM17 inh: -2.4

How did N#CCSc1nc(-c2ccccc2)cs1 do in these assays?
ADAM10 inh: -1.5; ssDAF-12 act: -0.8; DAX1 inh-1: 0.5; DAX1 inh-2: 1.0; PLCb3 inh: 1.7; GAA850 FXN act: 2.4; sPLA2-III inh: -10.9; PLCg1 inh: 1.0; hgDAF12 agonist: 3.5; hcDAF12 agonist: -0.4; ADAM17 inh: -1.4

What do the screens show for `Cc1ccc(C)c(NS(=O)(=O)c2ccc3oc(=O)ccc3c2)c1`?
ADAM10 inh: 7.1; ssDAF-12 act: 0.2; DAX1 inh-1: 0.0; DAX1 inh-2: -1.4; PLCb3 inh: -5.5; GAA850 FXN act: 0.2; sPLA2-III inh: -5.4; PLCg1 inh: 2.3; hgDAF12 agonist: -2.7; hcDAF12 agonist: -1.6; ADAM17 inh: 6.3

What do the screens show for `C(=N\N(c1ccccc1)c1ccccc1)/c1ccc2c(c1)OCO2`?
ADAM10 inh: -2.8; ssDAF-12 act: -1.4; DAX1 inh-1: 0.6; DAX1 inh-2: -0.6; PLCb3 inh: -13.1; GAA850 FXN act: 0.2; sPLA2-III inh: 7.2; PLCg1 inh: -11.3; hgDAF12 agonist: -0.4; hcDAF12 agonist: -1.5; ADAM17 inh: -1.8

How did Cc1c(NC(=O)C(C)Oc2cccc(F)c2)c(=O)n(-c2ccccc2)n1C (configuration not stated) do in these assays?
ADAM10 inh: -2.6; ssDAF-12 act: -0.8; DAX1 inh-1: -0.9; DAX1 inh-2: -0.4; PLCb3 inh: -2.5; GAA850 FXN act: 0.9; sPLA2-III inh: 3.1; PLCg1 inh: -2.8; hgDAF12 agonist: 3.8; hcDAF12 agonist: -0.5; ADAM17 inh: -1.0

Results for COC(=O)N1C(=O)[C@](CC(C)C)(c2ccccc2)N1C(=O)OC ?
ADAM10 inh: -7.8; ssDAF-12 act: -1.0; DAX1 inh-1: 0.0; DAX1 inh-2: 0.0; PLCb3 inh: 2.8; GAA850 FXN act: 1.3; sPLA2-III inh: -1.6; PLCg1 inh: -1.1; hgDAF12 agonist: 1.5; hcDAF12 agonist: -1.2; ADAM17 inh: -0.9

How did O=S(=O)(NCCCCNS(=O)(=O)c1c(F)cccc1F)c1ccc2c(c1)OCCO2 do in these assays?
ADAM10 inh: 3.3; ssDAF-12 act: -1.6; DAX1 inh-1: -0.8; DAX1 inh-2: -0.1; PLCb3 inh: 3.4; GAA850 FXN act: 0.4; sPLA2-III inh: -12.1; PLCg1 inh: 2.7; hgDAF12 agonist: 0.7; hcDAF12 agonist: -1.8; ADAM17 inh: -1.0

Results for COc1ccc(OC)c2sc(N3CCN(C(=O)c4ccc5ncsc5c4)CC3)nc12 ?
ADAM10 inh: -1.3; ssDAF-12 act: -0.6; DAX1 inh-1: -0.2; DAX1 inh-2: -0.4; PLCb3 inh: -4.1; GAA850 FXN act: 1.3; sPLA2-III inh: -6.3; PLCg1 inh: 2.1; hgDAF12 agonist: -3.0; hcDAF12 agonist: -0.5; ADAM17 inh: 0.5
